Screening results: PubChem BioAssay, several laboratories
PKA-R1A act: activators of PKA-R1A complex. PKA-R1A dissociation, Cy5-IP20 fluorescence polarization; scaled: DMSO 0%, 113 µM cGMP 100%. AID 504707. activation, % at 11.4 µM. hit rate 0.083% among 340,000;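 active means percent activation above the mean of all tested compounds plus 3 SD, cut at about 19% in these data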;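 further: higher means more PKAc released from R1A so a rise in polarization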
HTR5A inv ag: HTR5A inverse agonism, opioid heterodimer counter-screen. P47898. HTR5A cell line, luminescence. inhibition, % at 9.3 µM. hit rate 0.083% among 340,000. AID 504634; in the data active means inhibition mostly above about 23%, no sharp cut-off; inactive means mostly below about 18%;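 further: 0% = cells with DMSO and 100% = no-cell wells with DMSO; some compounds called inactive have numbers as strong as hits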
E coli growth: reduces bacterial viability in AddAB counter-screen | E. coli V3065 growth, OD600 absorbance, 18 h | inhibition, % at 11.9 µM | hit rate 0.27% among 330,000 | AID 449728;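 active means inhibition above the campaign's mean inhibition across all tested compounds plus 3 SD, cut at about 9.9% in these data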;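 further: uninfected addAB+ strain grown without phage in ampicillin broth; 0% = DMSO wells and 100% = ciprofloxacin 0.95 µg/ml wells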
OPRM1-OPRD1 inv: inverse agonists of human mu-delta opioid receptor heterodimerization. cell-based MOR-DOR heterodimer luminescence, inverse agonism. AID 504357. inhibition, % at 9.3 µM. hit rate 0.21% among 340,000; in the data active means inhibition above about 22%, passing the limit was not always enough;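 further: 0% = cells with DMSO and 100% = wells without cells with DMSO; values of inactives mirror those of a sister screen read the other way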
Pemphigus Ab inh: inhibitors of pemphigus antibody binding to human desmoglein-3 | hit rate 0.48% among 310,000 | binding (percent of control), % at 10 µM | DSG3-coupled beads, scFv-anti-DSG3-GFP binding, flow cytometry; stronger effect = lower value | P32926;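 active means binding more than 3 SD below its plate's average and above zero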; further: some compounds called inactive have numbers as strong as hits
Target sequence (P32926 whole entry, looked up): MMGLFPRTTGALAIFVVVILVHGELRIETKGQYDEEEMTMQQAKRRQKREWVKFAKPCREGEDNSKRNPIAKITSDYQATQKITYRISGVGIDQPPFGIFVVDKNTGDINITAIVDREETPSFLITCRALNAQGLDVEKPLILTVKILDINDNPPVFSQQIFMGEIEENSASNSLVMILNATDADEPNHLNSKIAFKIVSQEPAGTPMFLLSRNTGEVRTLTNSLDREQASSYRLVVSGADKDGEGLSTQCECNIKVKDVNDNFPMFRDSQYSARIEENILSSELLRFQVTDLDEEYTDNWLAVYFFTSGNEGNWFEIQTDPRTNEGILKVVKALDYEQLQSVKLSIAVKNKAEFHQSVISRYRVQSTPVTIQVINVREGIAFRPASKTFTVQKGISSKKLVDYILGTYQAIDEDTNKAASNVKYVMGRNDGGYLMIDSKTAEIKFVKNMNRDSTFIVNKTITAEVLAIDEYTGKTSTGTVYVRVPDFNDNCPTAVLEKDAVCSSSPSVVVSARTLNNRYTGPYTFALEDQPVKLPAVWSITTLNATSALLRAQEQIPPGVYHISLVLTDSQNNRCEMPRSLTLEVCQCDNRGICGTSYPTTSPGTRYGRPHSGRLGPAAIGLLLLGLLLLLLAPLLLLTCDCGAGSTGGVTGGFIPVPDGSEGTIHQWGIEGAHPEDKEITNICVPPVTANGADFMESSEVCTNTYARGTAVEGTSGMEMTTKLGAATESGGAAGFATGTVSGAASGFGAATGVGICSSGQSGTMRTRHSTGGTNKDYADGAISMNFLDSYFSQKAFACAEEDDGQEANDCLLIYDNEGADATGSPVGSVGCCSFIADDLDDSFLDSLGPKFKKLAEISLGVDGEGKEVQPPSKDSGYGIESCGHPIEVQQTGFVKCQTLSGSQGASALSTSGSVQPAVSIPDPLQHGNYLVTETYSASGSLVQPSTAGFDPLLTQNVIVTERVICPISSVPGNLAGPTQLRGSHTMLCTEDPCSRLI
HTR5A ag: activates human HTR5A in OPRM1-OPRD1 agonist counter-screen; HTR5A agonist assay, luminescence, cell-based; activation, % at 9.3 µM; hit rate 0.61% among 340,000; in the data active means activation mostly above about 9.5%, no sharp cut-off; inactive means mostly below about 7.6%;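 further: 0% = cells with vehicle only and 100% = reference agonist; strong numbers were not always called active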
MOR-DOR ag: OPRM1-OPRD1 heterodimerization agonism. P35372+P41143. cells, luminescence. activation, % at 9.3 µM. hit rate 0.3% among 340,000; in the data active means activation above about 18%;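 further: 0% = vehicle-treated cells and 100% = reference agonist; values of inactives mirror those of a sister screen read the other way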
phage Ecoli inh: E. coli growth loss with phage present; growth absorbance; inhibition, % at 11.9 µM; hit rate 0.26% among 360,000; in the data active means inhibition above about 11%
AddAB inh: less growth of phage-infected E. coli with AddAB | AID 435030 | hit rate 0.29% among 330,000 | E. coli expressing H. pylori AddAB, absorbance growth | inhibition, % at 11.9 µM; in the data active means inhibition above about 12%;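 further: 0% = vehicle wells of infected cells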
SUMO Mot1 rescue: blocks SUMOylation pathway, rescuing yeast Mot1-301 growth; growth rescue, % at 18.8 µM; hit rate 1% among 320,000; S. cerevisiae Mot1-301 growth rescue, ATP luminescence, 38.5C; percent above DMSO median, 100 means doubled;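 active means every valid replicate shows activation above 250% relative to neutral control wells; inactive means the rest, any valid replicate at or below 250%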;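 further: OY570 slx delta 5 strain wells were the positive control but not used for scaling; some compounds called inactive have numbers as strong as hits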
PfHsp90 set2: reduces growth (ATP signal) of yeast expressing P. falciparum Hsp90 | hit rate 0.32% among 310,000 | inhibition, % at 9.4 µM | S. cerevisiae expressing PfHsp90, BacTiter-Glo ATP, 48 h; yeast lacking PDR1 and PDR3 efflux regulators;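 active means every replicate shows inhibition above about 80%, whatever the replicate mean, limit read from the data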;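 further: 0% = DMSO neutral controls and 100% = 20 µM radicicol positive controls; yeast relying on Plasmodium falciparum Hsp90 in place of its own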
The depositor's hits bear a star; i = inactive; / = not tested or not shown.

Molecule,PKA-R1A act,HTR5A inv ag,E coli growth,OPRM1-OPRD1 inv,Pemphigus Ab inh,HTR5A ag,MOR-DOR ag,phage Ecoli inh,AddAB inh,SUMO Mot1 rescue,PfHsp90 set2
O=C(Nc1ncnc2c1CCC2)C12CC3CC(CC(C3)C1)C2,-7,12,1.7,14,107,-5,-2.5,0.1,3.5,14,4
Cc1ccc(C2=N/C(=C\c3ccc(F)cc3)C(=O)N2)cc1,2,-11,-1.2,-22,99,4,5.6,1.0,1.6,22,6
CC(=O)Oc1ccc(C(=O)NCc2ccc3c(c2)OCO3)cc1,-10,-3,0.8,15,110,1,-3.1,0.6,1.0,15,23
CC(=O)Nc1ccc(NS(=O)(=O)c2cn(C)c(=O)n(C)c2=O)cc1,20*,-8,-2.3,4,104,3,-0.8,1.2,-0.5,-9,13
COc1cc(OC)c(C(=O)OCC(=O)Nc2c(C)n(C)n(-c3ccccc3)c2=O)cc1OC,4,-22,1.1,-1,91,9,0.3,-0.5,-0.1,/,7
O=C(/C=C/c1ccc(-c2ccccc2[N+](=O)[O-])o1)c1ccc(F)cc1,1,-13,-1.1,-35,98,5,5.7,-1.7,2.6,-4,16
CC(C)(C)C1CCc2onc(C(=O)Nc3cnn(Cc4ccc(F)cc4)c3)c2C1 (stereo unspecified),-3,-6,-1.8,-33,92,4,6.3,1.2,-0.7,45,15
CSC1=NCCCN1C(=O)c1c(-c2ccccc2Cl)noc1C,-6,-11,-1.3,9,/,4,-1.7,-2.1,3.1,-6,-8
CCCNS(=O)(=O)c1ccc(CCC(=O)N2CCN(c3ccc(OC)cc3)CC2)cc1,-14,-3,-1.6,2,96,2,-0.3,-2.2,1.6,9,8
CC1=C(C(N)=O)C(c2ccc(Cl)cc2)n2nc(CCCO)nc2N1 (stereo unspecified),9,8,2.1,9,96,-2,-2.0,-1.2,-1.2,4,7
COc1cccc(CNC(=O)CCc2nnc(C3CCCCC3)o2)c1,-15,9,-3.2,4,123,-5,-0.7,2.4,2.3,-1,/
CN(CC1CCOCC1)C(=O)CC1C(=O)NCCN1Cc1cccc(Oc2ccccc2)c1 (stereo unspecified),-5,-59,0.5,-1,110,7,0.2,2.3,1.3,-13,2
Cc1ccc(S(=O)(=O)N2CCC(O)(c3cccnc3)CC2)cc1,-12,-9,-2.7,14,103,0,-2.4,-1.2,1.0,-6,5
Cc1cccc(-c2nc(C#N)c(N3CCCCCC3)o2)c1,5,17,-5.7,-19,103,-7,3.1,1.1,-0.4,-4,1
COc1cc(-c2nc(CN(C)C(C)c3ccncn3)c(C)o2)ccc1F (stereo unspecified),-2,4,-5.0,22,102,11,-4.6,2.6,-0.2,-5,5
O=C1CCC(c2ccccc2)=NN1,-13,-35,-2.3,12,117,-1,-2.4,-0.1,2.4,4,/
O=C1CCC(c2ccc(-n3ccnc3)cc2)=NN1,-5,14,1.2,6,100,5,-1.0,5.7,-0.2,-7,-12
CC(Cc1ccccc1)NC(=O)C1(c2ccccc2)CCOCC1 (stereo unspecified),-5,-3,0.4,5,92,1,-0.9,1.7,3.7,9,4
COc1ccc(CCNC(=O)CSc2ccc3nnc(CCNC(=O)c4ccc(C)cc4)n3n2)cc1OC,14,-14,0.2,6,99,6,-1.3,2.5,0.9,i,8
COc1cc(C(=O)OCC(=O)N2CCOCC2)c([N+](=O)[O-])cc1OC,-8,-27,-2.7,6,/,-2,-1.0,0.1,3.4,50,2
CCN1C(=O)CC(N2CCN(c3ccc(Cl)cc3)CC2)C1=O (stereo unspecified),9,-2,-0.7,6,112,-2,-1.4,2.6,1.2,-6,-1
COc1ccc(Nc2nnc(-c3ccc(C(N)=O)cc3)c3ccccc23)cc1,-8,-29,0.7,19,95,-6,-3.8,-0.2,1.5,-6,1
COc1cc(C2C(C#N)=C(N)OC3=C2C(=O)CC(C)(C)C3)ccc1OCCN1CCOCC1 (stereo unspecified),-6,-18,-1.8,16,111,4,-3.0,2.2,-0.9,-2,-6
COc1ccc(NC(=O)CN(C)C(=O)CCCNC(=O)c2ccc(Cl)cc2)cc1,-6,-58,-1.9,9,109,1,-1.4,0.5,-0.5,7,3
CC(Oc1ccc(Cl)cc1Cl)C(=O)NNC(=O)c1ccncc1 (stereo unspecified),4,-3,-2.9,-4,100,0,0.6,1.0,-2.2,15,-40
O=C(O)COc1ccccc1/C=N/Nc1ccc(S(=O)(=O)Nc2ccc(Cl)cc2)cc1[N+](=O)[O-],6,21,-1.8,-72,99,-7,14,3.7,2.3,171,-10
CC(C)Cn1c(=O)c2ccccc2n2c(SCC(=O)N3c4ccccc4CC3C)nnc12 (stereo unspecified),-3,-25,0.0,8,122,10,-1.5,1.0,2.8,10,6
O=C(c1ccc2c(c1)OCCO2)N1CCN(Cc2ccccc2)CC1,7,-9,0.7,7,/,6,-1.4,1.7,0.8,121,0
S=C(NNC(=S)Nc1ccccc1)Nc1ccccc1,-11,-12,3.9,-1,147,3,0.2,2.1,4.9,-12,0
COc1ccc2nc(Nc3nc(CSc4nnnn4-c4ccccc4)cc(=O)[nH]3)nc(C)c2c1,-9,-6,-0.2,15,98,2,-2.8,3.3,1.9,186,/
Cc1ccc(F)c(Oc2cc(NN3CCCCC3)c([N+](=O)[O-])cc2[N+](=O)[O-])c1,-13,6,0.2,-17,95,4,3.1,3.0,5.0,-15,-4
O=C1CCCC2=C1C(c1ccsc1)CC(=O)N2c1ccccc1F (stereo unspecified),-8,5,0.3,21,124,-2,-4.2,0.6,-0.7,3,/

Overlap with the part before: two compounds, then new ones.
Molecule,PKA-R1A act,HTR5A inv ag,E coli growth,OPRM1-OPRD1 inv,Pemphigus Ab inh,HTR5A ag,MOR-DOR ag,phage Ecoli inh,AddAB inh,SUMO Mot1 rescue,PfHsp90 set2
Cc1ccc(F)c(Oc2cc(NN3CCCCC3)c([N+](=O)[O-])cc2[N+](=O)[O-])c1,-13,6,0.2,-17,95,4,3.1,3.0,5.0,-15,-4
O=C1CCCC2=C1C(c1ccsc1)CC(=O)N2c1ccccc1F (stereo unspecified),-8,5,0.3,21,124,-2,-4.2,0.6,-0.7,3,/
CCOCC(=O)Nc1nnc(Cc2ccc(OC)cc2)s1,-3,-10,0.8,-2,101,1,0.4,5.5,-1.9,-6,3
CC(OC(=O)c1cc2sccc2n1C)C(=O)NCc1ccc(F)cc1 (stereo unspecified),3,-7,-1.1,11,99,4,-1.9,1.6,1.0,-12,/
CN(C(=O)c1coc(=O)c2ccccc12)c1ccccc1Cl,2,-2,-1.4,1,103,1,-0.2,3.7,2.1,-2,11
Cc1csc2sc(-c3ccnc(SCC(=O)NCc4ccccc4)n3)c(C)c12,15,-45,-0.8,11,99,4,-2.1,1.1,3.1,2,-35
Cc1nc(NC(=S)NC(=O)c2ccco2)sc1C(=O)N(C)C,-10,19,0.8,11,110,-8,-2.2,0.1,-0.4,3,12
COc1ccc(NC(=O)CSc2nc(N)c3cc4c(nc3n2)CCCC4)c(OC)c1,-3,0,-0.4,9,98,0,-1.7,2.4,0.3,-14,-25
Cc1cc2c(cc1C)/C(=C\C(N)=O)NC(C)(C)C2,-8,-11,-0.4,20,105,3,-3.6,2.5,0.9,78,13
CCCCOc1ccc(N=Cc2cccs2)cc1,3,9,-1.0,1,102,8,-0.2,3.5,-1.2,/,0
O=C(NCc1ccccc1)C1COc2ccccc2O1 (stereo unspecified),4,3,0.7,15,105,5,-2.5,0.5,1.0,-12,16
O=C1CC(Sc2nnnn2-c2ccccc2)C(=O)N1c1cccc(Cl)c1 (stereo unspecified),-7,8,1.0,-12,92,0,2.2,1.0,-2.4,72,-6
COCCCN1CC(=O)N2C(c3ccc(OC)c(OC)c3)c3[nH]c4ccccc4c3C[C@H]2C1=O (stereo partly specified),1,-18,2.3,2,98,5,-0.5,1.0,-1.5,305*,9
CC(=O)N(C)c1ccc(NC(=S)Nc2ccccc2)cc1,-5,2,-0.4,6,105,-1,-1.3,4.0,5.1,-8,31
Cc1[nH]c2ccccc2c1/C=N/Nc1nncn1N,-9,-2,8.4,-44,112,1,8.4,4.1,10,4,8
COc1ccc(C(=O)N/N=C(\c2ccccc2)c2ccccn2)cc1,-7,-16,-2.8,17,102,6,-3.4,-1.3,-4.2,4,14
Cc1cc2nc(CN(C)Cc3c(C(=O)N(C)C)nc4ccc(Cl)cn34)[nH]c2cc1C,10,13,0.3,17,100,-5,-2.9,3.0,0.5,3,6
CCN1CCN(c2oc(COc3ccc(-c4ccccc4)cc3)nc2C#N)CC1,-5,-14,-1.7,3,107,5,-0.5,3.1,0.7,3,17

Random excerpt: four entries already listed
Molecule,PKA-R1A act,HTR5A inv ag,E coli growth,OPRM1-OPRD1 inv,Pemphigus Ab inh,HTR5A ag,MOR-DOR ag,phage Ecoli inh,AddAB inh,SUMO Mot1 rescue,PfHsp90 set2
CC(Oc1ccc(Cl)cc1Cl)C(=O)NNC(=O)c1ccncc1 (stereo unspecified),4,-3,-2.9,-4,100,0,0.6,1.0,-2.2,15,-40
CN(C(=O)c1coc(=O)c2ccccc12)c1ccccc1Cl,2,-2,-1.4,1,103,1,-0.2,3.7,2.1,-2,11
COc1cc(-c2nc(CN(C)C(C)c3ccncn3)c(C)o2)ccc1F (stereo unspecified),-2,4,-5.0,22,102,11,-4.6,2.6,-0.2,-5,5
CCCCOc1ccc(N=Cc2cccs2)cc1,3,9,-1.0,1,102,8,-0.2,3.5,-1.2,/,0
